D2 agonist – activates the human D2 dopamine receptor; P14416; AID 485358; HEK293 T-REx D2 cells, calcium flux agonist mode; 340,000 compounds, 0.53% hits; activation, % at 2 µM;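 active = activation over 3 SD above normal in the single-dose calcium agonist read, cut at about 30% in these data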; also: 0% is about no effect
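In this primary screen, compounds producing a positive calcium signal within 180 s of addition to tetracycline-induced, force-coupled HEK293 Trex D2 cells are flagged; cells are dye-loaded with a no-wash calcium kit beforehand.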
TrxR1 inh – blocks rat thioredoxin reductase 1; 390,000 compounds, 1% hits; O89049; recombinant rTrxR1, NADPH fluorescence consumption, selenite substrate; AID 588453; Potency, µM (doses to about 114 µM), inactives show at the highest dose activity change, negative = inhibition, usual class: inhibitors; also: potency is read from the fitted curve at half-maximal effect; % is scaled to controls: 0 for no effect and ±100 for the full control effect; nearly all actives have a fitted effect of over 65% in size
Target sequence (O89049 whole entry, looked up): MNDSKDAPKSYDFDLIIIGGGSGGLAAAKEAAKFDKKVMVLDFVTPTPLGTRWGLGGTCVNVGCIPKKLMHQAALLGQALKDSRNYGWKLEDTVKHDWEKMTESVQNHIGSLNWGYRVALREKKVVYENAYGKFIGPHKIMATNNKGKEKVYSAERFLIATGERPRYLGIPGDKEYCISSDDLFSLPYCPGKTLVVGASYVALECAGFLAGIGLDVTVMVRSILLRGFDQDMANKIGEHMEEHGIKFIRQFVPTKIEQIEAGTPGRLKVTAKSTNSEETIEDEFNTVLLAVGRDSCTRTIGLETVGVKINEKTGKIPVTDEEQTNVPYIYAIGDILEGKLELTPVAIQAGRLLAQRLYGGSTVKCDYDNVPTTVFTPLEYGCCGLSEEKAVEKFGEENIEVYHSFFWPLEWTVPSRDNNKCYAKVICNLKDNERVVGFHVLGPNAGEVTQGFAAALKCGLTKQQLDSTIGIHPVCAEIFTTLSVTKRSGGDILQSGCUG
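Rat TrxR1 (90 nM in the dispensed reagent) was pre-reduced with 400 uM NADPH for 5 min at room temperature, then incubated with compound for 15 min. After 400 uM selenite was added, NADPH fluorescence (Ex 340/Em 450 nm) was followed for 8 min.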
D2 antag – antagonists of human D2 dopamine receptor | P14416 | HEK293 TREx D2 cells, calcium flux, dopamine EC80 | inhibition, % at 10 µM | 340,000 compounds, 2% hits; in the data active = inhibition above about 30%; also: 0% is about no effect
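Measurement of antagonist activity uses fluorescent calcium dye in inducible HEK293 T-REx D2 cells: 10 s baseline, compound addition with 180 s read, EC80 dopamine addition with a further 180 s read.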
TRHR agonist – TRH receptor (human) agonism | 360,000 compounds, 0.18% hits | AID 493084 | activation, % at 2 µM | P34981 | TRHR cells, calcium flux fluo-8, FDSS agonist mode; in the data active = activation above about 30%; also: 0% is about no effect
Target sequence (P34981 whole entry, looked up): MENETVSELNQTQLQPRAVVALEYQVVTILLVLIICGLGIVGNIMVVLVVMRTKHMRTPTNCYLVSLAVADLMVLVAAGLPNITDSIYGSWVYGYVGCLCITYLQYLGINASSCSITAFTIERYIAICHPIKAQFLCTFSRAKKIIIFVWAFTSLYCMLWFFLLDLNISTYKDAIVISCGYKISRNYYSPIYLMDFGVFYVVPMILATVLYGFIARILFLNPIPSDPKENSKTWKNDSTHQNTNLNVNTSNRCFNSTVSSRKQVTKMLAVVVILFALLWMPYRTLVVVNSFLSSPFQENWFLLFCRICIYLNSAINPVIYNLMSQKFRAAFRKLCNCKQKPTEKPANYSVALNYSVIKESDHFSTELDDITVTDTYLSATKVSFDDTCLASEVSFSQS
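Steps: seed TRHR cells overnight; add fluo-8 no-wash Ca dye, RT 30 min–1.5 h; record 10 s baseline; pin-transfer compounds; monitor fluorescence 1 cycle/s for the agonist window. Calcium increases flag candidate agonists.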
TRHR PAM – allosteric enhancers of human TRH receptor. 360,000 compounds, 0.66% hits. TRHR cells, fluo-8 calcium fluorescence, EC20 TRH enhancement. P34981. enhancement, % at 2 µM. AID 493056; in the data active = enhancement above about 30%; also: 0% is about no effect
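TRHR-expressing cells loaded with fluo-8 calcium dye were read kinetically (ex 480/em 530) during compound addition, then stimulated with an EC20 of TRH (10 nM final). Enhancement of the Gq-mediated intracellular calcium response was scored.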
Pin1 inhibitor – blocks the human prolyl isomerase Pin1. Potency, µM (titrated, usually from 115 µM), for inactives: at the highest dose activity, negative = inhibition, actives largely listed as inhibitors. 390,000 compounds, 0.009% hits. Pin1 FP peptide displacement, HiFluor488, 10 min. AID 504891; active = well fitted inhibition curve with a large enough effect in the polarisation, with a control signal flat, not every such curve was filed as active; inconclusive = small, poorly fitted or top-dose-only effect, or effect the other way, or a change in a side signal; inactive = no such curve, though single readings can be large or run the other way; the % refers to the polarisation; also: potency is read from the fitted curve at half-maximal effect; % is scaled to controls: 0 for no effect and ±100 for the full control effect
Target sequence (Q13526 whole entry, looked up): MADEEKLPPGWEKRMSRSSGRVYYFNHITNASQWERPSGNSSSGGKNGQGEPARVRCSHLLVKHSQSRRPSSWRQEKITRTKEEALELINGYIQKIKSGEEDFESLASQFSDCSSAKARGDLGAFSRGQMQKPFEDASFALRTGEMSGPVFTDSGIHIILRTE
mIDH1 inhibitor – blocks human mutant IDH1 R132H enzyme; IDH1-R132H enzyme, NADPH consumption, diaphorase/resazurin fluorescence; Potency, µM (titrated, usually from 76.6 µM), without a hit: at the top dose activity change, negative = inhibition, most hits filed as inhibitors; 390,000 compounds, 0.093% hits; AID 602179; also: potency is read from the fitted curve at half-maximal effect; % is scaled to controls: 0 for no effect and ±100 for the full control effect; nearly all actives have a fitted effect of over 65% in size
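IDH1-R132H (0.5 ug/mL) preincubated 30 min with compound, then NADPH (0.016 mM) and alpha-KG (2 mM) added; 80 min at RT, pH 7.5. Remaining NADPH coupled via diaphorase/resazurin to fluorescence (540/590 nm); concentration-response curves normalized to no-enzyme control.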
USP1-UAF1 inh – blocks the human USP1/UAF1 deubiquitinase complex; O94782; recombinant USP1/UAF1, Ub-Rhodamine cleavage fluorescence; Potency, µM (doses to about 57.1 µM), inactives show top-dose activity change, negative = inhibition, usual class: inhibitors; 390,000 compounds, 0.23% hits; AID 743255; also: potency is read from the fitted curve at half-maximal effect; % is scaled to controls: 0 for no effect and ±100 for the full control effect; nearly all actives have a fitted effect of over 60% in size; inactives centre near -12
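USP1/UAF1 complex at 1 nM was preincubated with compound for 15 min at room temperature, then Ub-Rho substrate (150nM final) was added. Fluorescence (480/540 nm) was read kinetically, 6 reads every 60 seconds.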
TrxR1 substrate – substrates of rat thioredoxin reductase 1. O89049. purified TrxR1 substrate turnover, NADPH consumption readout. Potency, µM (titrated, usually from 114 µM), inactives show at the top dose activity change, negative = substrate turnover. 390,000 compounds, 0.01% hits. AID 588456; also: potency is read from the fitted curve at half-maximal effect; % is scaled to controls: 0 for no effect and ±100 for the full control effect; nearly all actives have a fitted effect of over 50% in size
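Rat TrxR1, dispensed at 90 nM, was prereduced with 400 uM NADPH (final) for 5 min at ~22 deg C, then incubated with compound 15 min before 400 uM selenite. A first-read NADPH fluorescence drop versus no-compound background flagged substrates.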
The depositor's hits bear a star; ? = inconclusive; / = not tested or not shown; [ ] = dose if it differs, or a comment. Unless noted, calls follow the shape of the dose curve; as a rule, active = well fitted inhibition curve with a large enough effect; inconclusive = small, poorly fitted or top-dose-only effect; inactive = no such curve, though single readings can be large or run the other way. Some of the compounds tested. The share of hits here may be higher or lower than overall.

SMILES | D2 agonist | TrxR1 inh | D2 antag | TRHR agonist | TRHR PAM | Pin1 inhibitor | mIDH1 inhibitor | USP1-UAF1 inh | TrxR1 substrate
CCN(Cc1ccccc1)Cc1c(O)ccc2c(=O)c(-c3ccc(Cl)cc3)c(C(F)(F)F)oc12 | -0.6 | 1.3% | / | 0.0 | 26.4 | ? | / | -15.7% | 4.3%
O=S(=O)(NCc1ccccc1)c1ccc(Cl)c(S(=O)(=O)NCc2ccccc2)c1 | 0.1 | 3.1% | 7.5 | -0.1 | -1.4 | -7.7% | 8.0% | -17.8% | -6.4%
Cc1occc1C(=O)NC(C)C(C)(C)C (stereo unspecified) | 0.6 | ? | -3.3 | 0.3 | -7.1 | -16.8% | 9.7% | -9.6% | 0.3%
CCNC(=S)NNC(=O)c1cc(-c2cccc(C)c2)nc2ccccc12 | -0.9 | -13.6% | 2.3 | -0.4 | 0.5 | -5.2% | 11.3% | -15.4% | 7.5%
O=C(CCn1c(=O)c2cccn2c2cccnc21)N1CCN(c2ccc(Cl)cc2)CC1 | / | 3.7% | / | 0.3 | -4.0 | -15.3% | -3.6% | -15.7% | 5.1%
Fc1ccc(N2CCN(Cc3cnc(Cl)s3)CC2)cc1 | 38.9* | 2.2%[57.1 µM] | -12.3 | 0.6 | 22.6 | -0.1% | 5.0% | -5.1% | 2.8%[57.1 µM]
COc1ccc(/C=N/n2c(C3CCCCC3)n[nH]c2=S)c(OC)c1 | 2.4 | -4.9% | 26.0 | 0.5 | -3.2 | -2.1% | 0.8% | -21.6% | -4.2%
CC(NC(=O)CCNC(=O)c1ccc(C(C)(C)C)cc1)c1ccccc1 (stereo unspecified) | / | -15.0% | / | / | / | -11.1% | 9.0% | -4.4% | -12.1%
CCOC(=O)c1noc2ncnc(N3CCN(c4cccc(C(F)(F)F)c4)CC3)c12 | 0.3 | 13.9%[57.1 µM] | / | 1.5 | -4.9 | 3.9% | 18.6% | -25.4% | -0.5%[57.1 µM]
CCc1ccc(C2C(C#N)=C(N)N(N(C)C)C3=C2C(=O)CCC3)s1 (stereo unspecified) | -0.5 | 6.8% | -9.3 | 0.7 | -3.4 | 0.4% | 0.9% | -13.6% | 9.7%
CCN(CC)S(=O)(=O)c1ccc2c(c1)c(=O)c(C(=O)NCCOC)cn2C | -0.4 | -9.9% | -5.9 | 0.6 | 1.3 | -10.3% | -1.6% | -17.5% | -9.6%
CCCCC(=O)NC(=S)Nc1cc(C(=O)O)ccc1Cl | -1.1 | -12.3% | 17.5 | 0.4 | -6.5 | -7.3% | 2.5% | -13.4% | -7.0%
O=C(CNC(=O)c1cccc(Cl)c1)NCCCSc1ccccc1 | -0.6 | 0.5% | -8.7 | -0.5 | -1.8 | ? | 7.2% | -16.7% | -1.2%
COc1ccc(C(=O)CCC(=O)N2CCN(c3ccccc3)CC2)cc1 | 4.8 | 37.1%[activator] | 2.4 | 0.2 | 5.9 | 19.9% | -7.2% | -4.9% | 5.9%
CCN(Cc1nc2ccccc2c(=O)[nH]1)Cc1cc(=O)oc2cc(C)c(C)cc12 | / | -11.7% | / | / | / | 21.8% | 1.0% | -22.8% | 3.5%
Cc1cccc(Nc2nc(-c3ccc4c(c3)OCCO4)cs2)c1 | / | -7.9% | / | -0.3 | -9.8 | -0.1% | 2.4% | 6.8% | -10.6%
O=C(Nc1ccccc1N1CCCC1)C1CCN(C(=O)c2ccc(Cl)cc2)CC1 | -0.6 | -4.1% | 12.4 | -0.7 | -0.8 | -2.8% | 0.8% | -7.6% | -7.4%
CCC(C)c1ccc2oc(-c3ccc(NC(=O)c4cc5ccccc5o4)cc3)nc2c1 (stereo unspecified) | 0.2 | 28.6% | / | 0.3 | 0.2 | -0.8% | / | -9.4% | 12.9%
Cc1csc(NC(=O)COc2ccc3c(C)cc(=O)oc3c2)n1 | -0.2 | 20.3% | 8.0 | 0.2 | -0.2 | 20.5% | 5.2% | -12.7% | 16.3%
CCC(C)NC(=O)COCc1cc(-c2ccc3c(c2)OCO3)on1 (stereo unspecified) | -0.3 | ? | 5.6 | 0.4 | -2.9 | -9.5% | 0.0% | -6.8% | 5.8%
COCc1[nH]nc2c1C(c1ccsc1)C(C#N)=C(N)O2 (stereo unspecified) | 0.0 | -19.3% | 5.1 | 0.2 | 5.9 | -5.3% | 4.7% | -16.4% | -2.2%
Cc1ccc2ncc(C(=O)NCc3ccccc3Cl)c(=O)n2c1 | -0.1 | 8.1% | / | -0.4 | 7.3 | 4.3% | -11.8% | ? | 162.2%[activator]
COc1ccc(CNC(=O)[C@H](C)NC(=O)C2CCN(C(=O)[C@@H](N)Cc3ccccc3)CC2)cc1 | 0.5 | -19.0% | -21.0 | -1.3 | -5.0 | 7.4% | -6.9% | 11.7% | -8.6%
C=CCn1c(O)c(N=NC(=O)OC(C)(C)C)c2ccccc21 | 0.7 | -4.8% | 10.5 | -0.5 | 5.9 | -4.9% | 8.8% | -12.0% | -1.1%
CCOc1ccccc1Nc1nc(-c2sc(NC(=O)c3cccc(Cl)c3)nc2C)cs1 | 0.0 | -9.4% | 3.8 | 0.0 | -0.6 | 34.8%[activator] | -1.9% | -17.4% | -14.2%
CN(C(=O)Cn1nnc2ccccc2c1=O)C1CCCCC1 | 8.1 | -1.9% | 4.8 | -0.3 | -1.8 | -3.1% | -6.8% | ? | -6.4%
CCc1ccc(C2CC(c3ccccc3)n3ncnc3N2)cc1 (stereo unspecified) | 2.2 | 10.3%[57.1 µM] | 42.1* | 0.8 | 1.9 | -0.7% | -13.4% | -0.6% | 7.6%[57.1 µM]
O=C(CSc1nnc2n1CCCN2)c1ccc([N+](=O)[O-])cc1 | 0.0 | -7.6% | -1.9 | 0.6 | 7.4 | 0.6% | 1.3% | -13.1% | 5.6%
Cc1ccc(C)c(NC(=O)Cn2ccn(-c3ccc(F)cc3)c(=O)c2=O)c1 | 0.3 | 7.3% | / | 0.5 | -2.2 | -1.7% | 8.3% | -15.5% | -3.0%[11.4 µM]
C=CCSc1nnc2c(n1)OC=Nc1ccc(Br)cc1-2 | 0.5 | -7.4% | -26.8 | -0.6 | 15.2 | 0.1% | 2.7% | ? | -1.2%
COc1cc(OC)cc(C(=O)NC(C(=O)Nc2ccc3nc(C)sc3c2)C(C)C)c1 (stereo unspecified) | -0.1 | 3.5% | 3.8 | -0.6 | 6.8 | 2.0% | -7.4% | -12.9% | -6.8%
CCc1cc2c(NCCC(=O)O)nc(C)nc2s1 | -0.4 | -4.4% | 6.9 | -0.1 | 0.2 | -2.6% | 2.3% | -8.0% | 17.1%
CCN(Cc1ccccc1)Cc1c(O)ccc2c(=O)c(-c3ccc(Cl)cc3Cl)coc12 | -1.2 | -5.0% | / | 0.0 | -4.4 | 3.0% | / | -26.7% | 11.5%
O=C(c1cccc(-n2cccc2)c1)N1CCN(S(=O)(=O)c2ccccc2Br)CC1 | 0.8 | 13.4% | -1.9 | 0.8 | -5.2 | 12.1% | 1.0% | -23.1% | 11.1%[57.1 µM]
Cn1cc(S(=O)(=O)c2cccc(Cl)c2)c(=O)c2cc(F)c(N3CCCCC3)cc21 | -0.8 | 13.2% | / | -0.1 | 2.1 | -0.2% | ? | -14.1% | 71.5%[activator]
Cc1c2cn[nH]c(=O)c2c(C)n1Cc1ccc(F)cc1 | / | 20.4%[57.1 µM] | / | 0.0 | -4.1 | 17.4% | -7.0% | -8.6% | 2.4%[57.1 µM]
Cc1oc(-c2cccs2)nc1CN1CCN(CC(C)C)C(CCO)C1 (stereo unspecified) | 0.0 | 4.1% | -15.0 | -1.0 | 2.9 | 19.7% | -2.5% | -11.6% | 18.5%
COc1ccc(NC(=O)c2cc3c(=O)n(Cc4cccnc4)ccc3nc2C)c(OC)c1 | 0.5 | 16.5%[57.1 µM] | / | -0.1 | 4.2 | 4.5% | 20.8% | -2.3% | 2.2%[57.1 µM]
CNC(=S)N/N=C/c1ccc(N2CCOCC2)s1 | / | -23.4% | / | 0.0 | -1.8 | 1.9% | -2.3% | -5.5% | -11.3%
CN(Cc1ccccc1)C(=S)Nc1ccc2nc3n(c(=O)c2c1)CCCCC3 | 2.7 | 5.8% | 12.7 | 0.1 | -1.1 | -2.4% | 1.3% | -25.6% | -1.3%
O=C(CCc1[nH]c2ccccc2c1Sc1ccccc1)NCCO | -1.4 | 19.4% | 23.1 | -1.0 | 0.4 | -2.7% | 3.0% | -14.6% | 0.6%
CCC(=O)Nc1ccc(C(=O)CN2C(=O)NC3(CCOc4ccccc43)C2=O)cc1 (stereo unspecified) | 0.0 | 6.7% | -24.9 | 0.3 | 5.0 | 20.1% | -0.1% | -10.6% | 0.8%
O=C(NCc1nnc2n1CCCCC2)c1ccc(Cl)cc1Cl | 0.4 | 6.0%[2.29 µM] | 13.0 | 0.2 | -5.8 | -8.1% | 4.7% | -11.0% | 1.0%

With a hit mark in D2 antag, of those listed so far:
Compound | TrxR1 inh | D2 antag | TRHR PAM | Pin1 inhibitor | USP1-UAF1 inh | TrxR1 substrate
CCc1ccc(C2CC(c3ccccc3)n3ncnc3N2)cc1 (stereo unspecified) | 10.3%[57.1 µM] | 42.1* | 1.9 | -0.7% | -0.6% | 7.6%[57.1 µM]

In a second layout: results already given.
Results follow in this order: D2 agonist, TrxR1 inh, D2 antag, TRHR agonist, TRHR PAM, Pin1 inhibitor, mIDH1 inhibitor, USP1-UAF1 inh, TrxR1 substrate
- O=C(NCc1nnc2n1CCCCC2)c1ccc(Cl)cc1Cl
 : 0.4, 6.0%[2.29 µM], 13.0, 0.2, -5.8, -8.1%, 4.7%, -11.0%, 1.0%
- Cn1cc(S(=O)(=O)c2cccc(Cl)c2)c(=O)c2cc(F)c(N3CCCCC3)cc21
 : -0.8, 13.2%, /, -0.1, 2.1, -0.2%, ?, -14.1%, 71.5%[activator]

Screens from PubChem BioAssay.
